Source: PubChem (several laboratories)
CRFR2-BP antag: antagonists of CRF-BP/CRF-R2 complex, primary screen, cell-based, HEK293, calcium dye fluorescence, uHTS; CRF-induced calcium fluorescence; inhibition, % at 11.8 µM; 350,000 tested, 0.59% active;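 active means inhibition of the ligand-induced calcium signal above about 50% at the single tested concentration, limit read from the data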
TAAR1 ag: human TAAR1 agonists, primary screen, Fluo-8 calcium fluorescence, CHO RD-HGA16 cells | vehicle wells 0%, saturating PEA agonist 100% | activation, % at 3 µM | 360,000 tested, 0.99% active;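 active means activation above the mean activation of all test compounds in the run plus 3 SD, cut at about 38% in these data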
Target sequence (Q96RJ0 whole entry, looked up): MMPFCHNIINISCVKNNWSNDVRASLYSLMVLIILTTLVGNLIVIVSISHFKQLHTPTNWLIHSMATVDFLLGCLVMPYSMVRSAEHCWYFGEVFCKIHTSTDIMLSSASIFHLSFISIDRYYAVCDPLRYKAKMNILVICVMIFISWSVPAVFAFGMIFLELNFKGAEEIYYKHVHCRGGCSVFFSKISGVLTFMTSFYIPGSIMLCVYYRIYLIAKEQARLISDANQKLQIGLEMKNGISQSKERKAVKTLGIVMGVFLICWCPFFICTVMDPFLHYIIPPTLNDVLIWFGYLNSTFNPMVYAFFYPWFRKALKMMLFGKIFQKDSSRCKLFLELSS
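Benchmarks: low control DMSO, high control PEA (EC100); System: CHO RD-HGA16 cells carrying human TAAR1 plus Gα16; Detection: Fluo-8 fluorescence, 5 s baseline then 140 s kinetic read; Schedule: 17-24 h plating, Fluo-8 75 min 37 °C, 30 min RT; Read-out basis: % activation from peak over basal fluorescence ratio, DMSO-to-PEA scaled.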
CRFR2-BP ag: agonists of CRF-BP/CRF-R2 complex, primary screen, cell-based, HEK293, calcium dye fluorescence, uHTS; CRF-binding protein / CRF receptor 2 complex (human); calcium dye fluorescence (FLIPR); percent of saturating CRF peptide response; activation, % at 13.2 µM; 350,000 tested, 0.46% active; AID 588473, 2011;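 active means activation of at least 50%, plus an integration ratio under a set limit after plate pattern correction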;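 further: plate controls were neutral control wells without compound for no effect and CRF at EC100 for full effect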
CHRM4 PAM: human M4 muscarinic receptor positive allosteric modulators, primary screen, CHO-K1 cells, Fluo-8 calcium fluorescence | Muscarinic acetylcholine receptor M4 (Homo sapiens), P08173 | CHO-K1 hM4/Gqi5, ACh EC20; 0% = ACh EC20, 100% = maximal ACh | activation, % at 3 µM | 360,000 tested, 0.4% active;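 active means activation above its plate's cutoff, the mean activation of sample wells plus 3 SD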; further: some results filed as inactive read as strong as hits
CHRM5 agonist: human M5 muscarinic receptor agonists, primary screen, CHO-K1 cells, Fluo-8 calcium fluorescence | Muscarinic acetylcholine receptor M5 (Homo sapiens), P08912 | CHO-K1 hM5 cells; 0% DMSO wells, 100% maximal acetylcholine response | activation, % at 3 µM | 360,000 tested, 0.19% active | AID 624037, 2012;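 active means activation above the run's mean over test compounds plus 3 SD, cut at about 23% in these data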;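 further: signal is peak over basal fluorescence ratio across the kinetic read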
Target sequence (P08912 whole entry, looked up): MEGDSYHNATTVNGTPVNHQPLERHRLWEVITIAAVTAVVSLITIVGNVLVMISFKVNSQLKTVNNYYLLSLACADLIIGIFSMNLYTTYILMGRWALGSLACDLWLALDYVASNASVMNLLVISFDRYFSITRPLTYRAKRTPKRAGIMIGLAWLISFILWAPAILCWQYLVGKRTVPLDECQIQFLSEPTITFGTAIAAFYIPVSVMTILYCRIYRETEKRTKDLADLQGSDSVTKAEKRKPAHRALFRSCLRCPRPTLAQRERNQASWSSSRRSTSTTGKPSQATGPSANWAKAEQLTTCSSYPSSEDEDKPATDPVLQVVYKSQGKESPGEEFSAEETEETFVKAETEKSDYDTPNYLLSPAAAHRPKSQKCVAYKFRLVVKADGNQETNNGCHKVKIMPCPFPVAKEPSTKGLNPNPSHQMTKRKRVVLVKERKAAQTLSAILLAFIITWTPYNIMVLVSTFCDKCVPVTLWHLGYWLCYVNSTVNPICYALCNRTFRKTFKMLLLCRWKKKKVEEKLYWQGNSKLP
M5 antag: human M5 muscarinic receptor antagonists, primary screen, CHO cells, Fluo-8 calcium fluorescence | Muscarinic acetylcholine receptor M5 (Homo sapiens), P08912 | CHO-hM5 cells, ACh EC80 | inhibition, % at 3 µM | 360,000 tested, 0.59% active | AID 624040, 2012;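 active means inhibition above a per-plate cutoff, the mean of that plate's test compounds plus 3 SD, cut at about 27% in these data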;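 further: 0% = acetylcholine EC80 with DMSO and 100% = DMSO without agonist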
CHO-K1 Ca PAM: nonselective calcium activators in parental CHO-K1 cells, primary screen, counter-screen for M1 PAM project, cell-based, Fluo-8 calcium fluorescence, full deck, 1536-well. ATP EC20; 0% at ATP EC20, 100% at ATP max. activation, % at 3 µM. 360,000 tested, 0.02% active;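 active means activation above the run cutoff, the mean activation of all test compounds plus 3 SD, cut at about 40% in these data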;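 further: peak over basal fluorescence ratio in a 140 s read after ATP addition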
CHRM5 PAM: human M5 muscarinic receptor positive allosteric modulators, primary screen, CHO-K1 cells, Fluo-8 calcium fluorescence; CHO-K1 hM5, ACh EC20 PAM; 0% = ACh EC20, 100% = ACh EC100; activation, % at 3 µM; 360,000 tested, 0.3% active;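 active means activation above the run cutoff, the mean activation of all test compounds plus 3 SD, cut at about 18% in these data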
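System: CHO-K1 hM5 cells. Reagent: acetylcholine, EC20 level. Compound dosing: single dose, 3 µM nominal final test concentration. Timing: Post-acetylcholine fluorescence recording 140 s. Detection: Fluo-8 calcium fluorescence. Read-out: % activation, ACh-normalized. Benchmarks: ACh EC20 and EC100 wells. Repeats: singlicate, one well per test compound.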
TAAR1 antagonist: human TAAR1 antagonists, primary screen, Fluo-8 calcium fluorescence, CHO RD-HGA16 cells; Trace amine-associated receptor 1 (Homo sapiens), Q96RJ0; antagonist; inhibition, % at 3 µM; 360,000 tested, 1.5% active; AID 624466, 2012;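 active means inhibition above a per-plate cutoff, the mean inhibition of test compounds on that plate plus 3 SD, cut at about 49% in these data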;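 further: 0% = DMSO plus EC80 beta-PEA response and 100% = DMSO alone without agonist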
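System: RD-HGA16 CHO cells with stable hTAAR1 and Gα16 | Probe or stimulus: EC80 β-phenethylamine stimulus | Dosing: 3 µM, single point | Times: Dye loading 75 min at 37 °C, then 30 min room temperature | Measured by: Fluo-8 calcium-sensitive fluorescence | Read-out basis: % inhibition of agonist calcium response | Replicates: n of 1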
An asterisk follows results filed as active; nt = no result given.

mol	CRFR2-BP antag	TAAR1 ag	CRFR2-BP ag	CHRM4 PAM	CHRM5 agonist	M5 antag	CHO-K1 Ca PAM	CHRM5 PAM	TAAR1 antagonist
COc1ccc(C(=O)CC(=O)c2ccc(C)cc2)c(O)c1	3	1	-2.5	-2	-5	8	-4	-1	-23
COc1ccc(C(C)=O)cc1CSc1nnc(Nc2ccc(C)cc2)s1	-2	-2	-1.6	-12	-5	12	1	-12	2
CCOC(=O)c1ccc(NC(=S)NNC(=O)C2(C)CC2(Cl)Cl)cc1 (stereo not drawn)	4	2	0.2	-3	7	4	12	-6	0
O=C(Nc1ccc2c(c1)OCO2)C1Cc2c(-c3ccncc3)ccnc2O1 (stereo not drawn)	nt	3	nt	5	2	7	1	-3	-17
Cc1ccc(-c2nnc(NC(=O)Cc3ccc(F)cc3)o2)c(C)c1	7	nt	-0.6	4	-2	-6	3	5	nt
COc1ccc(NS(=O)(=O)c2cc([N+](=O)[O-])ccc2N/N=C\c2c(C)[nH]c3ccccc23)cc1	-73	7	48	5	-1	8	17	0	10
Cc1ccc(OCC(O)CN2C(=O)NC(C)(C)C2=O)cc1 (stereo not drawn)	-20	-1	-0.4	5	-2	6	7	5	2
CC1Cc2nc(SCC(=O)N3CCN(c4ccccc4)CC3)n(C)c(=O)c2S1 (stereo not drawn)	21	1	2.0	3	2	-1	9	0	-24
O=C(c1ccccc1)c1ccc(OCCCCN2CCCCC2)cc1	-11	14	-1.5	-9	-13	-8	10	-2	-1
CC(=O)C1C(c2ccc(Br)cc2)C2C(C)=NN=C2CC1(C)O (stereo not drawn)	-2	1	-0.5	8	1	8	18	-8	3
O=C(Nc1ccc2nc(-c3ccccc3)[nH]c2c1)c1cccs1	-18	21	-3.9	-1	8	4	20	-11	33
CN(Cc1ccccc1)C(=O)CN1C(=O)NC2(CCCC2)C1=O	10	3	-1.4	10	2	3	2	-1	-14
O=C(NCc1ccc2c(c1)OCO2)c1c[nH]c2ccc(S(=O)(=O)N3CCOCC3)cc2c1=O	-12	19	0.9	12	-1	-8	14	8	-2
CCOc1ccccc1NC(=O)c1ccccc1NS(C)(=O)=O	22	6	-1.2	-4	1	-7	12	4	-1
COc1ccc(-c2c(C(C)=O)c(C)nc3sc4c(c23)NC(c2ccccc2)NC4=O)cc1 (stereo not drawn)	24	5	-3.2	-2	-2	13	-4	-10	-14
NC(=O)c1cccc(-c2ccnc3c2CC(C(=O)Nc2ccccc2)O3)c1 (stereo not drawn)	nt	2	nt	-1	1	-6	1	-2	-18
CCCC(=O)N1CCN(c2ccc(NC(=O)c3ccc([N+](=O)[O-])o3)cc2Cl)CC1	-2	13	-0.1	-10	5	6	12	2	21
CCOc1ccc(NC(=O)Nc2cccc(C)n2)cc1	-1	-2	-1.5	5	-3	-6	-16	6	-11
COc1ccc(-c2cc3ccccc3c(=O)o2)cc1	nt	-2	nt	3	1	-3	-8	-8	-16
Cc1ccc(S(=O)(=O)N(C)c2ccc(C(=O)Nc3ccc(C)cn3)cc2)cc1	2	-2	0.3	-1	-5	7	7	-14	-7
COc1ccc(-c2cc(C(=O)Oc3ccc([N+](=O)[O-])cc3)c3ccccc3n2)cc1	-24	10	1.1	-3	4	0	11	-5	-1
CCC(C(=O)NCC1CCCO1)N(C(=O)CNS(=O)(=O)c1ccccc1)c1ccc(F)cc1 (stereo not drawn)	0	0	0.0	-1	-1	2	8	1	5
CCOC(=O)c1cnc(SC2CC(=O)N(c3ccc(OC)c(OC)c3)C2=O)nc1N (stereo not drawn)	13	1	-1.2	4	2	7	18	-3	4
CCC(Oc1ccccc1)C(=O)Nc1cc(C(F)(F)F)ccc1N1CCOCC1 (stereo not drawn)	-8	1	4.2	-2	-1	11	-10	-6	-5
CS(=O)(=O)N1CCN(c2ccccc2NC(=O)CSc2ccc(Cl)cc2)CC1	-21	16	-1.6	-3	-1	8	-7	-7	2

Continued:
mol	CRFR2-BP antag	TAAR1 ag	CRFR2-BP ag	CHRM4 PAM	CHRM5 agonist	M5 antag	CHO-K1 Ca PAM	CHRM5 PAM	TAAR1 antagonist
N#C/C(=C(/O)CSc1nnc(Cc2cccs2)n1C1CCCCC1)c1nc2ccccc2[nH]1	-27	0	5.6	5	-6	2	-7	0	6
Cc1nc(C)c(Cc2ccccc2Cl)c(=O)[nH]1	30	6	-1.1	-1	5	-10	21	4	4
O=C(Cc1ncc(C(F)(F)F)cc1Cl)NNc1cccc(F)n1	10	1	0.5	5	0	0	21	-5	-1
O=C(CSc1nccn1-c1ccccc1)c1ccc(Cl)cc1	-3	9	-0.5	7	-5	-7	17	0	16
O=c1[nH]c(=S)[nH]c2c1C(c1ccc(Cl)cc1)OC(CCc1ccccc1)C2 (stereo not drawn)	nt	6	nt	-5	3	-6	15	-1	16
Cn1c(SCc2nc3ccccc3n2CCO)nc2ccccc21	-42	0	3.2	3	-5	-13	18	7	1
CC(=O)c1cc(CN2C(=O)CCC2=O)cs1	15	1	-1.6	-1	-3	6	11	-5	-17
CCOc1ccc(NC(=O)CN(C)C(=O)c2ccncc2)cc1OCC	-5	1	-0.3	-3	-1	5	8	-2	-28
Cn1ccc2ccc(C3=CC(=O)C[C@H](c4ccc(F)cc4)C3)cc21	-10	15	0.1	2	4	3	4	3	16
CC(C)=NNc1cnnc2ccc([N+](=O)[O-])cc12	nt	nt	nt	6	-1	-2	-2	1	nt
O=C(NCCCN1CCOCC1)c1sc2cc([N+](=O)[O-])ccc2c1Cl	-2	nt	0.2	1	-4	16	12	6	nt
CCOC(=O)CNC(c1ccccc1)c1cc(Br)ccc1NC(=O)OCC (stereo not drawn)	-1	16	3.0	-9	-7	-5	7	-6	27
COc1ccc(/C=C/C(=O)NC(=S)NCc2ccccc2)cc1OC	23	0	1.4	-19	0	11	-22	-4	12
Cc1ccc(C)c(S(=O)(=O)Nc2ccc(O)cc2)c1	-7	11	-0.8	1	2	4	2	-3	2
CC1(C)Cc2c(C#N)c(SCc3nc4ccccc4[nH]3)nc(N3CCOCC3)c2CO1	-9	5	-0.3	-6	-2	4	13	-5	16
O=C(NCc1ccc(Cl)cc1)C(=O)NCC1OCCN1S(=O)(=O)c1ccc2c(c1)OCCO2 (stereo not drawn)	-13	2	0.5	-1	2	-2	16	0	-25
Cc1cccc(N/C=C/C(=O)c2cccs2)c1C	-18	-1	-0.4	-10	-4	3	16	-9	-11
CC(C)Oc1ccc(CNCCC2(C(C)C)CCOC(C)(C)C2)cc1 (stereo not drawn)	-15	12	2.5	3	-6	-9	15	4	4
CCOC(=O)CN(C(=O)Cn1nnc2ccccc21)C(C(=O)NCCOC)c1ccccc1C (stereo not drawn)	5	0	0.0	4	-4	-1	-7	2	6
C[C@H]1Cn2cnc(C(=O)Nc3cccc(Cl)c3)c2C(=O)N1	-10	-1	-0.3	6	-1	-6	22	4	-15
O=C(NC1CCCCC1)c1ccc(Br)o1	5	1	-1.1	7	-4	-2	24	4	10
O=C(CSc1nnc(C2CC2)n1CC1CCCO1)Nc1ccc(Cl)cc1 (stereo not drawn)	-8	0	-0.1	-1	-3	-1	15	3	-8
Cc1oc2cc(O)cc(C)c2c(=O)c1-c1cnn(-c2ccccc2)c1	15	4	2.4	4	-6	3	7	-12	58*
COc1ccc(C)cc1Nc1nc(C)nc2sc(C)cc12	-3	-3	0.4	-5	-8	1	-10	-1	-7
CCCn1c(SCC(=O)N2c3ccccc3Sc3ccccc32)nc2ccccc21	-3	1	0.3	-12	-3	7	1	-10	-36

More results.
mol	CRFR2-BP antag	TAAR1 ag	CRFR2-BP ag	CHRM4 PAM	CHRM5 agonist	M5 antag	CHO-K1 Ca PAM	CHRM5 PAM	TAAR1 antagonist
O=C(CSc1nnc(-c2ccccc2Cl)o1)Oc1ccc(Br)cc1	9	-2	2.0	12	4	-4	-3	8	-35
COC(=O)c1cccc(NC(=O)CN2C(=O)c3ccccc3C2=O)c1	0	3	-4.4	-5	-3	8	-10	-13	4
COc1ccc(S(=O)(=O)N2CCN(c3c(C)cccc3C)CC2)cc1OC	39	-1	-3.4	-5	0	0	28	-2	24
COc1ccc(NS(=O)(=O)c2ccc(C(=O)N3CCN(Cc4ccccc4)CC3)cc2)cc1	-5	9	-0.3	-14	4	-8	6	-11	11
Cc1cccc(NC(=S)N(CCN2CCOCC2)Cc2cc3cc4c(cc3[nH]c2=O)OCCO4)c1	0	4	0.3	-4	14	-7	20	-8	32

2 of these compounds, set out differently:
> COc1ccc(S(=O)(=O)N2CCN(c3c(C)cccc3C)CC2)cc1OC
  CRFR2-BP antag: 39 | TAAR1 ag: -1 | CRFR2-BP ag: -3.4 | CHRM4 PAM: -5 | CHRM5 agonist: 0 | M5 antag: 0 | CHO-K1 Ca PAM: 28 | CHRM5 PAM: -2 | TAAR1 antagonist: 24
> O=C(CSc1nnc(-c2ccccc2Cl)o1)Oc1ccc(Br)cc1
  CRFR2-BP antag: 9 | TAAR1 ag: -2 | CRFR2-BP ag: 2.0 | CHRM4 PAM: 12 | CHRM5 agonist: 4 | M5 antag: -4 | CHO-K1 Ca PAM: -3 | CHRM5 PAM: 8 | TAAR1 antagonist: -35
